# Screening data (PubChem BioAssay)
# CCT modulator: cytosolic chaperonin activity modulation. purified chaperonin ATPase assay, HTRF ADP detection, 30 min. activity change, % (concentration not given with the values), hits read low. actives 0.3% (n = 360,000). AID 651819; in the data active = activity change below about -30%; also: % is scaled to controls: 0 for no effect and ±100 for the full control effect
#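 Nucleotide hydrolysis assay: TRiC at 20–40 nM final (set by batch activity) with 10 uM ATP, 30 min at 37 °C, in presence of 76 uM compound. Detection by competitive ADP HTRF, 30 min ambient.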
# EPAC2 ag: agonists of human EPAC2 (RAPGEF4) | Q8WZA2 | EPAC2 activation, biochemical qHTS; response scale: 100% = 6.5 mM cAMP response | Potency, µM (titrated, usually from 154 µM), for inactives: at the top dose activation, actives largely listed as activators | actives 0.079% (n = 360,000) | AID 720711; also: potency is read from the fitted curve at half-maximal effect; nearly all actives have a fitted effect of over 50% in size
# Target sequence (Q8WZA2 whole entry, looked up): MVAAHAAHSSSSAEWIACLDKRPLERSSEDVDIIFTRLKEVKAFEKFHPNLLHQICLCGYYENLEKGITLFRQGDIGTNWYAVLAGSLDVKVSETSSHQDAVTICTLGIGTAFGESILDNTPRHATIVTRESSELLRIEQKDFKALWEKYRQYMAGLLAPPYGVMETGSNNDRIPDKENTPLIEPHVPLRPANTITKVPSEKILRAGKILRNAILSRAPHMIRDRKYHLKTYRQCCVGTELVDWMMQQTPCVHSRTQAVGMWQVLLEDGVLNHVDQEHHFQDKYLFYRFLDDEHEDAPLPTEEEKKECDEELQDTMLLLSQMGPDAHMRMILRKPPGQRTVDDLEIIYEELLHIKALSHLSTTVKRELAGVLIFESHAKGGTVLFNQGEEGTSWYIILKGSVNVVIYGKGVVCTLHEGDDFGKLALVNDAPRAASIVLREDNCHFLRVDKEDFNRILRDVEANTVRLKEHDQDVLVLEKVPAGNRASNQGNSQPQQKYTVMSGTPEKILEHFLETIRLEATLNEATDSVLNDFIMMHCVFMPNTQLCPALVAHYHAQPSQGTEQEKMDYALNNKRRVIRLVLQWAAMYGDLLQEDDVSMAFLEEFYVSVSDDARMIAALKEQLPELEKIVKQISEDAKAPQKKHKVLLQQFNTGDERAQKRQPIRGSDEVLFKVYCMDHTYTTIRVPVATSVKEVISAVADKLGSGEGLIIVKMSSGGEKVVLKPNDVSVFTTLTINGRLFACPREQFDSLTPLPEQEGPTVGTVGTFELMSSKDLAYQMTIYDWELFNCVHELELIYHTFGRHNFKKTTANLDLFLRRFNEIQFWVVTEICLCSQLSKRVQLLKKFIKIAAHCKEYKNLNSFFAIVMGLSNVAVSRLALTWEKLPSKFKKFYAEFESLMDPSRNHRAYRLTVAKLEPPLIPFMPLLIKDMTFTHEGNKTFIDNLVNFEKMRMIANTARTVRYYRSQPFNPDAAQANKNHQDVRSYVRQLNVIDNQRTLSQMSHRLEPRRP
#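 Compounds were added across a concentration range to EPAC2 (100 nM), RAP1B-BODIPY-GDP (250 nM) and GDP (50 uM). After 5 min at room temperature, fluorescence was recorded at 5-min intervals for 30 min.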
# EPAC1 antag: antagonists of human EPAC1; Potency, µM (top dose mostly 115 µM), for the others: top-dose activity change, negative = inhibition, hits mostly inhibitors; AID 720709; EPAC1 GEF assay, Rap1b-BODIPY-GDP exchange fluorescence; actives 0.14% (n = 360,000);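 also: potency is read from the fitted curve at half-maximal effect; plate controls were vehicle for no effect and positive control for full effect; nearly all actives have a fitted effect of over 50% in size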
# WRN helicase inh: blocks human WRN helicase. WRN helicase unwinding, fluorescent forked duplex, kinetic. Potency, µM (doses to about 114 µM), without a hit: top-dose activity change, negative = inhibition, actives largely listed as inhibitors. actives 0.46% (n = 360,000). AID 651768; also: potency is read from the fitted curve at half-maximal effect; % is scaled to controls: 0 for no effect and ±100 for the full control effect; nearly all actives have a fitted effect of over 55% in size
#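 Primary qHTS, 1536-well format. 20 nM WRN + compound, 15 min RT; start with 100 nM forked fluorophore/quencher duplex, 2 mM ATP (final); kinetic read ex 525/em 598 nm.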
# PI5P4Ka inh: inhibitors of human PI5P4K alpha; P48426; AID 652105; PI5P4Kalpha enzyme, ADP-Glo luminescence, 60 min; hits give low values; actives 1.2% (n = 330,000); max response, %; active = max response of -50% or lower; inconclusive = between -30% and -50%; inactive = -30% or higher; also: value at the top dose of about 77 µM; % is scaled to controls: 0 for no effect and ±100 for the full control effect
#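 ADP-Glo luminescence end-point after a 60 min room-temperature kinase reaction. PI5P4Kalpha and substrate in HEPES pH 7.4 buffer with EGTA, 0.1% CHAPS and 5% DMSO; ATP at 5 microM final.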
# IL-2 act: activates IL-2 in a cell-based reporter assay; IL-2 activation reporter assay, cell-based qHTS; stimulated with anti-CD3/CD4/CD28 beads; in transgenic mouse T cells; activation, % (series mostly up to about 46 µM); actives 0.065% (n = 360,000); in the data active = activation above about 50%; inconclusive = mostly about 30% to 49%; also: 0% is about no effect
#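 First, unstimulated transgenic mouse T cells were exposed to compound for 60 min. Next, anti-CD3/anti-CD4-coated beads with anti-CD28 were added. Finally, after 18 h at 37 degrees C, EGFP and DsRed were imaged.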
# EPAC1 ag: activates human EPAC1 exchange factor; O95398; EPAC1 agonist qHTS, biochemical assay; response scale: 100% = response to 6.5 mM cAMP; Potency, µM (doses to about 154 µM), without a hit: at the top dose activation, hits mostly activators; actives 0.073% (n = 360,000); AID 720707; also: potency is read from the fitted curve at half-maximal effect; nearly all actives have a fitted effect of over 60% in size
#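 Multi-concentration qHTS readout: loss of Rap1B-bound BODIPY-GDP fluorescence driven by 100 nM EPAC1 with excess GDP (50 uM), monitored kinetically at room temperature; agonist response expressed relative to 6.5 mM cAMP.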
# PLK1 PBD block: PLK1 (human) polo-box domain binding inhibition; Plk1 PBD binding of FITC phosphopeptide, fluorescence polarization; Potency, µM, without a hit: max response, negative = inhibition, actives largely listed as inhibitors; actives 2.8% (n = 360,000); also: potency is read from the fitted curve at half-maximal effect; series mostly up to about 57 µM; % is scaled to controls: 0 for no effect and ±100 for the full control effect; nearly all actives have a fitted effect of over 65% in size
# The depositor's hits bear a star; ? = inconclusive; . = no result given; [ ] = dose if it differs, or a comment. Unless noted, calls follow the shape of the dose curve; as a rule, active = well fitted curve in the direction sought with a large enough effect; inconclusive = small, poorly fitted or top-dose-only effect, or another doubt; inactive = no such curve, though single readings can be large; an effect the other way counts as inactive or inconclusive. These rows are one share of the data. The share of hits here may be higher or lower than overall.
CCT modulator | EPAC2 ag | EPAC1 antag | WRN helicase inh | PI5P4Ka inh | IL-2 act | EPAC1 ag | PLK1 PBD block | mol
1.7 | -3% | 8% | -7% | -3 | 0.4 | -12% | -4% | Cc1nc2c(-c3ccc(F)cc3)c(C)nn2c(C)c1CCC(=O)N1CCN(c2ccccc2)CC1
-1.2 | 12% | -25% | 0% | 2 | 0.4 | -7% | -12% | Cc1cccc(CN2C(=O)CSc3ccc(C(=O)NC4CC4)cc32)c1
-0.9 | 8% | 6% | 4% | 38 | 1.0 | 3% | -3% | Cc1cccc(-c2oc3ccccc3c2C#CCCO)c1
-0.4 | 6% | -7% | -3% | -2 | 0.2 | 10% | 0% | COc1cccc(CNC(=O)CCCn2c(=S)[nH]c3cc4c(cc3c2=O)OCO4)c1
-3.7 | 5% | -25% | 20% | 1 | 0.7 | 2% | -7% | CCCOc1c(Cl)cc(C(=O)NC)cc1OC
-0.5 | 0% | -8% | 0% | 6 | 3.7 | -9% | -8% | O=C(c1ccco1)N1CCN(C(=O)c2ccc(-c3cccc(C(F)(F)F)c3)o2)CC1
1.5 | 8% | 14% | -2%[57.1 µM] | -26 | -0.5 | -1% | ? | Clc1ccc(C2=CC(c3ccco3)n3ncnc3N2)cc1 (stereo not given)
-0.4 | 9% | 2% | 4% | 1 | -0.7 | 3% | 1% | Cn1nc(C(=O)NNC(=O)c2ccccc2F)c2ccccc2c1=O
-0.8 | 9% | -7% | -7% | . | 1.3 | 6% | 0% | CCCc1nc(SCC(N)=O)[nH]c(=O)c1CC
-1.3 | 8% | 18% | 8% | 2 | 1.4 | 5% | 1% | CC(=O)c1cccc(NC(=O)C2C3CCC(C3)C2C(=O)O)c1 (stereo not given)
1.1 | -5% | 5% | -12% | 0 | -3.7 | -2% | 2% | COc1ccccc1C(=O)NC(=O)COC(=O)c1nccnc1N
-8.4 | 5% | -5% | -3% | 0 | -0.3 | 2% | -3% | COc1ccc(NC(=O)CCCn2c(=O)c3sccc3n(Cc3ccccc3C)c2=O)cc1
-2.6 | 11% | -15% | 10% | 5 | -0.4 | 1% | -11% | CC(NC(=O)COC(=O)C1CSC2(C)CCC(=O)N12)C12CC3CC(CC(C3)C1)C2 (stereo not given)
0.6 | 7% | -6% | -7% | -6 | -0.5 | -6% | -9% | CC1=CN(S(=O)(=O)c2ccc(C)cc2)C[C@@H]2c3ccccc3N(S(=O)(=O)c3ccc(C)cc3)[C@H]12
0.0 | 4% | ? | -34% | -25 | -0.3 | 6% | -25% | COc1cccc(Nc2nc(Nc3ccc(Cl)c(C(=O)O)c3)nc(C)c2[N+](=O)[O-])c1
-1.8 | -1% | 0% | 2% | 2 | -0.2 | 0% | -5% | O=C(NCCC1=CCCCC1)N[C@@H](Cc1ccccc1)C(=O)O
0.7 | 1% | 5% | -20% | 2 | -3.3 | -9% | -2% | O=C(CC1CCCC1)N1CCCC(Nc2ccc(F)cc2)C1 (stereo not given)
1.5 | 12% | 7% | -2% | -10 | -5.5 | 4% | 17µM* | Cc1cccc(CS(=O)(=O)c2ncc(Cl)c(C(=O)Nc3ccc(F)cc3)n2)c1
-2.5 | 8% | 8% | 14% | -1 | -0.3 | -16% | -4% | O=C(Cc1ccc(Cl)cc1)c1c[nH]c(C(=O)NCCCn2ccnc2)c1
-1.8 | -1% | 6% | 6% | 0 | -0.9 | -9% | 2% | Cc1cc(C)nc(/N=C2\NC(=O)CC(C(=O)O)N2c2ccc(Cl)cc2)n1 (stereo not given)

# Of the compounds above, these contain a furan ring, fused or not:
CCT modulator | EPAC2 ag | EPAC1 antag | WRN helicase inh | PI5P4Ka inh | IL-2 act | EPAC1 ag | PLK1 PBD block | mol
-0.9 | 8% | 6% | 4% | 38 | 1.0 | 3% | -3% | Cc1cccc(-c2oc3ccccc3c2C#CCCO)c1
-0.5 | 0% | -8% | 0% | 6 | 3.7 | -9% | -8% | O=C(c1ccco1)N1CCN(C(=O)c2ccc(-c3cccc(C(F)(F)F)c3)o2)CC1
1.5 | 8% | 14% | -2%[57.1 µM] | -26 | -0.5 | -1% | ? | Clc1ccc(C2=CC(c3ccco3)n3ncnc3N2)cc1 (stereo not given)

# Some of these compounds in order of length of the SMILES, ascending:
CCT modulator | EPAC2 ag | EPAC1 antag | WRN helicase inh | PI5P4Ka inh | IL-2 act | EPAC1 ag | PLK1 PBD block | mol
-3.7 | 5% | -25% | 20% | 1 | 0.7 | 2% | -7% | CCCOc1c(Cl)cc(C(=O)NC)cc1OC
-0.9 | 8% | 6% | 4% | 38 | 1.0 | 3% | -3% | Cc1cccc(-c2oc3ccccc3c2C#CCCO)c1
-1.3 | 8% | 18% | 8% | 2 | 1.4 | 5% | 1% | CC(=O)c1cccc(NC(=O)C2C3CCC(C3)C2C(=O)O)c1 (stereo not given)
-1.8 | -1% | 6% | 6% | 0 | -0.9 | -9% | 2% | Cc1cc(C)nc(/N=C2\NC(=O)CC(C(=O)O)N2c2ccc(Cl)cc2)n1 (stereo not given)

# The list goes on.
CCT modulator | EPAC2 ag | EPAC1 antag | WRN helicase inh | PI5P4Ka inh | IL-2 act | EPAC1 ag | PLK1 PBD block | mol
-0.6 | 11% | -2% | 0% | . | -3.7 | -1% | 1% | COc1cc(CN(C)CCc2ccccc2)ccc1OCc1ccccc1
-3.4 | 6% | ? | -7% | 1 | -0.7 | -5% | ? | COc1ccc(Br)cc1CNC(=O)C1CCN(C(=O)N(C)C)CC1
-3.8 | -3% | -12% | -9% | 2 | 1.4 | 4% | 3% | O=C(O)C1CC=CCC1C(=O)Nc1cccc([N+](=O)[O-])c1 (stereo not given)
-0.1 | 7% | 9% | 2% | -1 | 0.0 | -8% | -4% | O=C(COc1ccc(Cl)cc1Cl)N/N=C/c1ccc(OC2OC(CO)C(O)C(O)C2O)cc1 (stereo not given)
-3.8 | 8% | 3% | -2% | -13 | 5.7 | -2% | 3% | Cc1ccc(C(=O)Nc2nc(=O)n(C)s2)cc1
1.2 | 10% | 9% | -32%[57.1 µM] | 1 | -0.7 | 2% | -24% | CC(C)Cc1nnc(NC(=O)Cc2ccc([N+](=O)[O-])cc2)s1
-0.5 | 7% | -12% | -13% | -2 | -0.7 | -1% | -3% | O=C(CC1SCCNC1=O)Nc1cccc(Cl)c1 (stereo not given)
1.8 | 0% | -5% | ? | ? | -1.7 | -6% | -12% | CC(/C=N/NC(=O)c1cc(-c2ccc3ccccc3c2)n[nH]1)=C\c1ccco1
1.0 | 1% | -3% | -4% | 3 | 2.2 | -14% | -6% | CCCOc1ccc(C(=O)N(CC(C)C)c2c(N)n(Cc3ccccc3)c(=O)[nH]c2=O)cc1
-2.4 | 4% | 1% | -9% | 2 | -1.3 | 1% | -9% | Cc1ccc(NC(=O)N[C@H](C(=O)O)C(C)C)c(C)c1
-2.6 | 7% | -2% | 0% | 5 | 2.6 | -2% | 0% | CNS(=O)(=O)c1cccc(C(=O)OCC(=O)N2CC(C)OC(C)C2)c1 (stereo not given)
1.2 | 4% | -3% | 6% | -3 | 1.1 | -5% | 6% | CCOC(=O)Cc1csc(NC(=O)CCCC(=O)O)n1
0.5 | 4% | -3% | 1% | . | -0.1 | 13% | -9% | COc1ccc(-c2cc(C(F)(F)F)nc(N3CCCCCC3)n2)cc1
-0.6 | -4% | 6% | -27%[57.1 µM] | -7 | 1.8 | -16% | 11% | COc1ccc(OC)c(NC(=O)COC(=O)/C=C/c2ccc(Cl)cc2)c1
0.6 | -11% | 2% | -1% | -5 | 0.3 | -11% | -8% | CCCCn1nnc(NC(=O)CC23CC4CC(CC(C4)C2)C3)n1
-4.0 | 14% | -2% | -21% | -3 | -4.7 | -17% | -14% | C=CC[C@]12CCc3sccc3C1N(c1ccc(C(=O)OCC)cc1)C2=O (stereo not given in full)
-8.2 | 13% | -22% | 11% | -4 | -0.1 | 5% | -14% | CCOc1ccc(C(C)C)cc1S(=O)(=O)n1ccnc1C
-0.5 | 7% | 14% | 3% | -5 | 3.5 | 2% | 5% | Cn1c(SCCN2CCCC2)nnc1C1CCN(S(=O)(=O)c2cccc(F)c2)CC1
0.1 | -1% | 8% | 1% | 2 | -2.5 | 4% | -5% | O=C(Cn1ncc2c3ccccc3n(Cc3ccccc3)c2c1=O)NCCCN1CCOCC1
1.8 | 0% | -21% | -8% | 1 | -0.3 | -8% | -11% | CCCCCCn1cc(CN2CC(N3CCCCC3)CS2(=O)=O)nn1 (stereo not given)
1.3 | -1% | -5% | 0% | -1 | 1.3 | -3% | -8% | O=C(O)CC(CC(=O)N1CCOCC1)c1ccccc1 (stereo not given)
-1.8 | -1% | 2% | 6% | -2 | -0.5 | -4% | 0% | COc1ccc(C2NC(=S)NC(C)=C2C(=O)Nc2ccccn2)cc1OC (stereo not given)
-2.7 | 6% | 5% | -9% | 2 | -1.3 | 6% | -14% | O=C(Nc1nnc(-c2ccc(F)cc2)o1)c1cc(Cl)sc1Cl
0.4 | 2% | 1% | -13% | 2 | -2.5 | -7% | 0% | Cc1cc2[nH]c(=O)c3ccccc3n2n1
-2.9 | -5% | 5% | -11% | 7 | -0.4 | 3% | -5% | Cc1cc(C)c(S(=O)(=O)Nc2nccs2)c(C)c1
-0.8 | 5% | 13% | 0% | -4 | 1.2 | -15% | 2% | COC(=O)CN1C(=O)[C@@H]2[C@H](C1=O)[C@@H]1CC(C(=O)OC)=C[C@@H](C(=O)OC)[C@@H]3C1=C(C(=O)[C@]3(C)NC(=O)c1ccccc1)[C@@H]2C
0.9 | ? | ? | -6% | 11 | -0.7 | 19% | -1% | COc1cccc(C2c3cc4c(cc3OC(N3CCOCC3)C2C)OCO4)c1O (stereo not given)
-0.4 | 10% | -2% | -9% | . | -0.8 | 7% | ? | COc1ccccc1NC(=O)CSc1nc(O)cc(=O)[nH]1
0.0 | 4% | -7% | 5% | 1 | -1.5 | -3% | -20% | Cc1ccccc1N1C(=O)C(Cl)=C(N2CCOCC2)C1=O
-0.8 | 2% | -14% | -3% | -1 | 2.0 | 10% | -5% | Cc1cn([C@H]2C[C@H](O)[C@@H](CNCc3ccc4ncccc4c3)O2)c(=O)[nH]c1=O
